# From PubChem
# Pf gamet viab – kills late stage P. falciparum gametocytes; P. falciparum stage V gametocytes, ATP luminescence, 24 h; inhibition, % at 10.9 µM; 150,000 compounds, 0.065% hits; AID 743093;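 active = inhibition above the mean plus 3 SD of compounds within the control limits, set per campaign, cut at about 38% in these data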;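 note: 0% = DMSO wells and 100% = medium only without gametocytes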
# Rac1 act GTP bind – human Rac1 activated mutant GTP binding change; GST-Rac1 activated beads, fluorescent GTP binding, flow cytometry; actives lie on both sides; 100% means binding = to untreated wells; P63000; 190,000 compounds, 0.11% hits; percent activity (GTP binding), % at 10 µM; AID 764;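 active = GTP binding at least 20 percentage points away from the 100% baseline, in either direction, so actives lie on both sides; inconclusive = Compound likely fluorescent itself, or too few beads counted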
# ABCG2 block – inhibitors of human ABCG2 transporter, ABCB1 counter-screen | inhibition, % at 6.6 µM | Q9UNQ0 | IgMXP3 cells, JC-1 efflux, flow cytometry | 190,000 compounds, 0.1% hits | AID 1325;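 active = inhibition above 80%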;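 note: 0% = DMSO and 100% = nicardipine control wells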
# Target sequence (Q9UNQ0 whole entry, looked up): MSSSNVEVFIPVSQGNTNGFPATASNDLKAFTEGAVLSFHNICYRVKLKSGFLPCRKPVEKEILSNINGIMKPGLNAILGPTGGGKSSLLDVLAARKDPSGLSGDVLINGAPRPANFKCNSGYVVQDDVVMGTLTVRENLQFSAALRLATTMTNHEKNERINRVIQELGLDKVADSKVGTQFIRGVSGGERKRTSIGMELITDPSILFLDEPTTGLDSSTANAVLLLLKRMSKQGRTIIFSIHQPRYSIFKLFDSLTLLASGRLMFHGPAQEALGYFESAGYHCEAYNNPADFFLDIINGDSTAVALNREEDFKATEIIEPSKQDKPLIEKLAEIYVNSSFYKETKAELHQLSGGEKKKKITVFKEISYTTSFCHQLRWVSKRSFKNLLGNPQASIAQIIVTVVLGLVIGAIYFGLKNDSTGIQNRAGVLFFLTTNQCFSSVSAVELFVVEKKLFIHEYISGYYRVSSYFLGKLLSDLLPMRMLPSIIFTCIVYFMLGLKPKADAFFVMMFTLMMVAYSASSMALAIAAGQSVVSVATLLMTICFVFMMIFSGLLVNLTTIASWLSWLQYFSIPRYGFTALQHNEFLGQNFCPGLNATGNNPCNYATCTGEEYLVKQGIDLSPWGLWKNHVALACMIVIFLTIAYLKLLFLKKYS
#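 Test system: IgMXP3 (ABCG2) plus far-red-tagged CCRF-Adr (ABCB1) cells. Reagent: JC-1 dye as substrate. Timing: 10 min exposure at 25 °C with rotation, no wash. Measured by: flow cytometric JC-1 green MFI at 530 nm. Read-out: percent efflux inhibition, scaled nicardipine 100% to DMSO 0%. Control set: nicardipine and DMSO wells.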
# Avidin fluor – compound fluoresces at 488/530 nm on avidin beads. compound fluorescence 488/530 nm, flow cytometry; active compounds read high. 220,000 compounds, 0.38% hits. fluorescence (KMESF) at 10 µM; in the data active = fluorescence above about 47; note: inactives centre near 10
# Cdc42 wt – modulators (inhibitors or activators) of GTP binding to human Cdc42 wildtype | P60953 | GST-Cdc42 beads, Bodipy-GTP binding, flow cytometry; actives lie on both sides | percent activity (GTP binding), % at 10 µM | 190,000 compounds, 0.2% hits | AID 761;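 active = percent activity GTP binding at least 20 points away from the 100% baseline, either down as inhibitor or up as activator; inconclusive = compound flagged as likely green fluorescent from well-wide comparison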;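 note: median bead fluorescence of bound Bodipy-FL-GTP at 100 nM; 0% = excess unlabeled GTP control and 100% = no compound control; below 100% means less GTP binding so inhibitor and above means activator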
# Target sequence (P60953 whole entry, looked up): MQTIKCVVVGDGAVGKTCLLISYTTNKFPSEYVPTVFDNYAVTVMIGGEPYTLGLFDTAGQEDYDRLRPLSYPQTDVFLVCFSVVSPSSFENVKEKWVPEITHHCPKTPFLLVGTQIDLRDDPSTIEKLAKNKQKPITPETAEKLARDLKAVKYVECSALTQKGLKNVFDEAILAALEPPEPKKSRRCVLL
# HRas wt GTP – human HRas wildtype GTP binding, change in either direction; P01112; GST-Ras wt beads, Bodipy-FL-GTP binding, flow cytometry; actives lie on both sides; GTP binding activity, % at 10 µM; 190,000 compounds, 0.14% hits; AID 759;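 active = GTP binding activity at least 20% away from the 100% baseline, either lowered as inhibitor or raised as activator; inconclusive = flagged as likely green fluorescent, judged across all proteins in the well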;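 note: 0% = unlabeled GTP competition control and 100% = no-compound control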
# Target sequence (P01112 whole entry, looked up): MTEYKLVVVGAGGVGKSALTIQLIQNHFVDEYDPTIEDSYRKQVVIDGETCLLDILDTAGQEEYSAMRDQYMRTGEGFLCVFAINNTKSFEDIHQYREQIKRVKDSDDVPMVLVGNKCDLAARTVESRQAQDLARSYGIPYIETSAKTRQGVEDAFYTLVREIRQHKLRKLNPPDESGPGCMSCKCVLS
# Mcl1 Noxa PPI – Mcl-1/Noxa interaction inhibition | Q07820 | TR-FRET Mcl-1/Noxa peptide binding, 2 h | inhibition, % at 21.7 µM | 220,000 compounds, 1.5% hits;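 active = compounds that cut the protein-peptide binding signal by more than 50% relative to plate controls in a single-dose test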;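 note: His-tagged Mcl-1 with rhodamine Noxa BH3 peptide and terbium anti-His antibody; 0% = Mcl-1 plus Noxa peptide wells and 100% = peptide-only wells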
# Rab7 wt modul – modulators of GTP binding to dog Rab7 wildtype GTPase | GST-Rab7 beads, fluorescent GTP binding, flow cytometry; actives lie on both sides; untreated = 100%, excess cold GTP = 0% | GTP binding activity (percent of control), % at 10 µM | 190,000 compounds, 0.055% hits;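 active = fluorescent GTP binding to Rab7 beads changed by at least 20 points from the 100% baseline, either direction, mostly lower; inconclusive = compound itself probably fluorescent, or too few beads counted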;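 note: median green fluorescence of bound Bodipy-FL-GTP per Rab7 bead population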
# Rac1 wt GTP bind – modulators of human Rac1 wildtype GTP binding | 190,000 compounds, 0.27% hits | P63000 | GTP binding activity (% of control), % at 10 µM | GST-Rac1 beads, fluorescent GTP binding, flow cytometry; actives lie on both sides; 0 = cold GTP competed, 100 = untreated;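 active = GTP binding activity at least 20 points away from the 100% control level, either lower or higher; inconclusive = compound flagged as likely green fluorescent, judged across all proteins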
# Rab2A wt mod – changes GTP binding to wildtype dog Rab2A, up or down; P61105; 190,000 compounds, 0.19% hits; GTP binding activity, % at 10 µM; GST-Rab2 wt beads, Bodipy-GTP binding, flow cytometry;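 active = GTP binding activity at least 20 points away from 100%, either lowered or raised; inconclusive = signal likely due to the compound's own green fluorescence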;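 note: 0% = beads with excess unlabeled GTP and 100% = no-compound control corrected for plate trend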
# ABCB1 block – human ABCB1 inhibition, ABCG2 as counter-screen; P08183; CCRF-Adr cells, JC-1 efflux, flow cytometry; inhibition, % at 6.6 µM; 190,000 compounds, 0.067% hits; in the data active = inhibition above about 40%;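 note: 0% = vehicle and 100% = reference inhibitor; higher value means more JC-1 retained so stronger ABCB1 efflux block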
# An asterisk follows results filed as active; ? = inconclusive; · = no result given.
SMILES,Pf gamet viab,Rac1 act GTP bind,ABCG2 block,Avidin fluor,Cdc42 wt,HRas wt GTP,Mcl1 Noxa PPI,Rab7 wt modul,Rac1 wt GTP bind,Rab2A wt mod,ABCB1 block
CC1CCC2(CC1)NC(=O)c1ccccc1O2 (stereo unspecified),5,100,3,7,103,103,1,102,109,102,0.7
O=C(NCC1CCOCC1)c1ccc(OC2CCN(Cc3ccccn3)CC2)cc1,17,95,-1,12,92,97,-3,97,96,96,-0.7
O=C(Nc1nccs1)c1ccc(-c2ccccc2Cl)o1,·,96,76,15,91,94,1,93,95,92,2.5
CC(C)(C)c1nnc(NC(=O)Cc2ccc(Br)cc2)s1,23,103,3,16,105,103,16,100,104,101,0.6
CCS(=O)(=O)N1CCN(c2ncnc3sc(C)c(C)c23)CC1,18,96,2,10,95,96,0,95,100,93,0.6
COc1ccc(C)cc1NC(=O)COC(=O)c1ccc([N+](=O)[O-])o1,2,95,25,11,96,95,0,98,99,94,0.8
O=C(N1CCOCC1)N1c2ccccc2Sc2ccccc21,·,92,5,23,91,94,22,100,88,95,0.9
CC(OC(=O)CN1C(=O)C2CCCCC2C1=O)C(=O)Nc1ncc(Cl)cc1Cl (stereo unspecified),-12,95,3,30,98,99,1,99,97,97,0.5
CCOc1ccc(NC(=O)CCC(=O)O)cc1,24,99,0,7,102,102,-1,103,110,102,0.4
Nc1ccc(CCS(N)(=O)=O)cc1,22,100,-1,6,103,103,-6,104,105,104,0.1
O=C(NCCCN1CCCC1=O)c1ccc2c(=O)n(Cc3ccco3)c(=S)[nH]c2c1,·,95,-1,23,100,98,-4,101,101,99,-0.1
CC(C)(C)C1CCc2c(sc3nc(SCC(N)=O)nc(N)c23)C1 (stereo unspecified),·,93,0,5,98,97,12,95,102,99,-0.1
CCCCN(C)S(=O)(=O)c1ccc(C(=O)Nc2nnc(-c3cccs3)o2)cc1,·,95,4,8,97,99,-127,101,96,100,-0.2
Cc1nc([N+](=O)[O-])c(SCC(N)=O)n1Cc1ccccc1,0,96,2,10,98,97,7,95,99,97,0.5
CC(C)CCN1CCN(Cc2cccc(-n3cccn3)c2)CC1CCO (stereo unspecified),13,98,1,8,102,100,11,99,104,99,0.6

# Some of the entries so far, with tabs:
compound	Pf gamet viab	Rac1 act GTP bind	ABCG2 block	Avidin fluor	Cdc42 wt	HRas wt GTP	Mcl1 Noxa PPI	Rab7 wt modul	Rac1 wt GTP bind	Rab2A wt mod	ABCB1 block
Cc1nc([N+](=O)[O-])c(SCC(N)=O)n1Cc1ccccc1	0	96	2	10	98	97	7	95	99	97	0.5
O=C(Nc1nccs1)c1ccc(-c2ccccc2Cl)o1	·	96	76	15	91	94	1	93	95	92	2.5
CC(C)(C)c1nnc(NC(=O)Cc2ccc(Br)cc2)s1	23	103	3	16	105	103	16	100	104	101	0.6

# (continued)
SMILES,Pf gamet viab,Rac1 act GTP bind,ABCG2 block,Avidin fluor,Cdc42 wt,HRas wt GTP,Mcl1 Noxa PPI,Rab7 wt modul,Rac1 wt GTP bind,Rab2A wt mod,ABCB1 block
Nc1scc2c(C(=O)N/N=C/c3ccc(Cl)cc3)nn(-c3ccccc3)c(=O)c12,16,91,1,5,93,94,94*,98,93,93,0.1
CS(=O)(=O)N(CC(=O)NC1CC2CCC1C2)c1cccc(C(F)(F)F)c1 (stereo unspecified),-15,97,3,14,101,101,14,103,106,101,0.9
COc1ccc(N/C(=C/[N+](=O)[O-])SC)cc1,18,96,3,13,101,97,-10,97,100,99,0.5
CCOCCCN(C(=O)CNC(=O)c1ccco1)C(C(=O)NC1CCCC1)c1ccccc1C (stereo unspecified),·,97,0,6,103,102,10,102,102,100,0.1
N#Cc1c(-c2ccccc2)ccn(Cc2ccccc2Cl)c1=O,-30,102,5,34,103,101,23,98,102,99,1.2
Cc1cc(NC(=O)c2cc(-c3ccco3)on2)no1,5,93,2,3,95,92,-10,91,93,93,0.4
Cc1ccn2c(C(=O)c3ccc(Cl)cc3)cnc2c1,·,102,1,16,107,103,-4,100,107,101,0.5
COC(=O)c1ccc(=O)n(Cc2ccco2)c1,·,99,-2,33,103,102,9,102,107,102,0.0
CC1=Nc2cccc3cccc(c23)N1,-14,98,-1,13,100,99,93*,104,100,101,-0.7
Cc1cccc(OCc2nnc(NC(=O)Cc3cccs3)s2)c1,20,101,5,8,103,102,18,97,104,102,0.5
Cc1cc2n(n1)C(c1ccccc1Cl)Nc1ccccc1-2 (stereo unspecified),-50,99,6,33,102,98,13,98,104,98,1.5
Cc1cccc(NCC(=O)N/N=C/c2ccc(Br)cc2)c1,19,92,-6,5,89,91,-24,97,91,93,-1.2
COc1cccc(NC(=S)N(CCc2c(C)[nH]c3ccccc23)Cc2cccs2)c1,·,100,8,·,103,103,-1,99,105,100,1.1
Cc1ccc(OCCn2c(Br)nc3c2c(=O)n(C)c(=O)n3C)cc1,4,97,3,45,99,99,-8,103,105,98,1.2
COc1cccc(-n2nnc3c(=O)n(CC(=O)OCc4ccccc4)cnc32)c1,·,90,3,20,94,92,-5,91,96,90,0.4
CN(C)C(CNC(=O)Cc1cccc(C(F)(F)F)c1)c1ccco1 (stereo unspecified),-6,100,3,20,97,97,2,95,98,98,1.1
C=CCOc1ccc(CN(C)CC(=O)Nc2ccc3c(c2)CCC3)cc1,-10,?,1,19,?,?,38,?,?,?,0.4
CCOc1ccc(C2CC(c3cccc(C)c3)n3ncnc3N2)cc1 (stereo unspecified),·,101,3,8,103,101,9,101,107,102,0.5
Cc1ccc(-c2cc(C(=O)Nc3ccc(S(=O)(=O)Nc4nccs4)cc3)c3ccccc3n2)c(C)c1,8,96,0,12,98,94,42,95,99,94,0.1
Cc1c(Cc2ccccc2)c(=O)oc2cc(OCC(N)=O)ccc12,-12,92,1,17,88,93,-16,98,90,90,-0.6
Cc1ccccc1C(=O)NNC(=O)CSc1nnc(-c2ccncc2)n1-c1ccccc1,-3,98,1,14,98,97,1,99,100,98,0.7
CCn1nc(C)c(CN2CCCC(CO)(Cc3ccccc3)C2)c1C (stereo unspecified),-9,95,0,10,97,99,8,105,99,99,0.1
Cc1nc(SCc2ccc(C(=O)O)cc2)nc2c1CCCC2,4,93,1,9,94,98,-6,105,96,98,0.2
CCOC(=O)Nc1cccc(OCC(=O)Nc2ccccc2OC)c1,·,94,2,15,94,97,-15,88,100,91,-0.3
O=C(CCc1ccccc1)NCCC1=CCCCC1,-6,99,4,18,103,100,28,102,102,100,0.2
CCOc1ccc(NCc2cc3c(C(C)(C)C)nn(-c4ccccc4)c3[nH]c2=O)cc1,-3,95,0,35,98,98,3,95,95,98,0.2
CCCCc1nnc(NC(=O)C2CC(=O)N(c3ccc(C)cc3)C2)s1 (stereo unspecified),19,93,1,11,94,96,-8,95,97,95,0.2
COc1cc(/C=C/C(=O)Nc2ccc3[nH]c(=O)[nH]c3c2)cc(OC)c1OC,7,96,-1,10,97,98,31,103,97,95,1.4
N=c1oc2ccccc2cc1C(=O)N/N=C/c1ccccc1,-1,97,0,4,99,98,-7,97,101,98,0.0
CCC(C)SCc1nc2ccccc2[nH]1 (stereo unspecified),·,104,3,29,108,105,3,103,106,106,0.6
CN(C)S(=O)(=O)c1ccc(Oc2ccc(S(=O)(=O)N(C)C)cc2)cc1,·,96,1,8,99,101,-5,105,101,100,0.5
COc1ccc(/C=C2/SC(=O)N(CCC(=O)Nc3ccc(S(=O)(=O)Nc4nccs4)cc3)C2=O)cc1,·,94,-1,7,91,94,96*,98,96,93,-0.3
O=C(NC(=S)N1CCN(Cc2ccccc2)CC1)c1ccco1,-4,95,7,11,96,98,22,98,104,93,1.1
Cn1cnc([N+](=O)[O-])c1Oc1ccccc1,7,100,0,3,97,100,16,102,101,96,0.2
CCCCNC(=S)NNC(=O)c1cccnc1,-28,94,4,6,97,97,21,96,101,98,0.2
Cc1ccc(S(=O)(=O)N(c2ccccc2)C2CCS(=O)(=O)C2)cc1 (stereo unspecified),3,101,1,10,102,100,0,99,106,103,0.3
CC(C)C(=O)Nc1ccc(C(=O)NN2C(=O)c3ccccc3C2=O)cc1,-30,102,6,15,105,100,13,97,103,99,1.3
CCOC(=O)CCCNS(=O)(=O)c1c(C)ccc2nsnc12,-36,99,9,31,99,100,6,99,103,100,1.2
COCCNC(=O)c1cnn2c(C(F)(F)F)cc(-c3ccc(C)cc3)nc12,10,91,7,9,92,94,-10,100,87,92,2.7
CCOc1cc(/C=N/O)ccc1OCc1ccc(C)cc1,·,100,6,14,103,100,3,98,103,100,·
Cc1cccc(OCC(=O)N2CCN(C(=O)c3cccs3)CC2)c1,·,101,2,13,102,104,-5,100,104,102,0.3
CC(=O)Nc1ccccc1OCC(=O)NCC(F)(F)F,6,97,2,12,100,100,12,104,99,98,0.4
COc1ccc(CC2(CO)CCN(S(=O)(=O)c3c(C)nn(C)c3C)CC2)cc1,6,99,0,12,96,99,13,101,100,99,0.1
CC(C)CN(CC(C)C)C(=O)c1cccc(S(=O)(=O)N2CCc3ccccc32)c1,-23,97,3,9,98,99,-8,96,101,96,1.7
C(#Cc1ccc(C#CCN2CCOCC2)cc1)CN1CCOCC1,12,105,6,11,103,100,-11,97,104,103,0.5
N#Cc1ccc2ccn(CC(=O)NC3CCCCCC3)c2c1,-2,100,5,40,107,105,4,102,107,103,1.4
Cc1ccc(NC(=S)N2CCC(c3nc4ccccc4s3)CC2)cc1C,23,98,4,13,99,98,2,99,101,98,0.1
Cc1cccc(CN2C(=O)N/C(=C/c3cc(C)n(-c4ccccn4)c3C)C2=O)c1,·,101,3,5,104,102,7,101,105,102,1.5
CC(C)(C)NC(=O)NC(=O)COC(=O)c1ccco1,·,100,6,8,107,104,-8,106,109,103,0.9
O=C(Cn1cc([N+](=O)[O-])cn1)NCCc1c[nH]c2ccccc12,-6,96,2,19,95,98,10,106,93,99,0.3
Nc1ccc(C(=O)OCc2ccncc2)cc1[N+](=O)[O-],·,93,15,13,93,96,-9,100,99,94,1.0
COc1ccc(CC(=O)Nc2nc(-c3cccc([N+](=O)[O-])c3)cs2)cc1,·,99,11,15,98,100,16,100,105,97,0.1
COc1ccc(S(=O)(=O)N(CC(=O)N2CCCC2)Cc2ccccc2)cc1,·,99,3,8,103,102,-8,107,102,102,0.9
COc1cccc(OCC(=O)N(Cc2nc(-c3ccc(Cl)cc3)no2)C(C)C)c1,·,99,-4,8,102,102,6,102,105,102,-3.1
